Assay outcomes: PubChem BioAssay, several laboratories
CCHFV vOTU inh = blocks the CCHF virus ovarian tumor domain protease; 370,000 compounds, 0.55% hits; inhibition, % at 11.5 µM; CCHFV vOTU protease, Pep-AMC fluorescence; AID 651958; further: 0% = vehicle wells with enzyme and 100% = no enzyme wells
FadD28 binding = M. tuberculosis FadD28 bisubstrate binding inhibition; 360,000 compounds, 0.22% hits; AID 588549; FadD28 bisubstrate probe binding, fluorescence polarization; inhibition, % at 12.5 µM; in the data active means inhibition above about 8.5%, passing the limit was not always enough; inconclusive means no clear call, values can overlap the other calls
BoNT-F LC inh = inhibitors of Botulinum neurotoxin F light chain protease; Multiplex microsphere protease cleavage assay, flow cytometry; inhibition, % at 10 µM; 360,000 compounds, 0.22% hits; in the data active means inhibition above about 35%, passing the limit was not always enough; inconclusive means no clear call, values can overlap the other calls; further: plate controls were buffer without enzyme for full effect and enzyme alone for no effect
GDH-TPI inh = counter-screen for M. tuberculosis FBA inhibitors: GDH-TPI coupled enzymes; 360,000 compounds, 1.2% hits; AID 588335; GDH-TPI coupled enzyme counterscreen, NADH absorbance; inhibition, % at 4.8 µM;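 further: 0% = DMSO wells and 100% = wells lacking the enzyme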
Mtb FBA inh = inhibitors of M. tuberculosis fructose-bisphosphate aldolase; P9WQA3; purified M. tuberculosis FBA, fluorescence read-out; inhibition, % at 1 µM; 360,000 compounds, 2.3% hits; AID 588726; in the data active means inhibition above about 27%;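 further: 0% = vehicle and 100% = reference inhibitor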
Target sequence (P9WQA3 whole entry, looked up): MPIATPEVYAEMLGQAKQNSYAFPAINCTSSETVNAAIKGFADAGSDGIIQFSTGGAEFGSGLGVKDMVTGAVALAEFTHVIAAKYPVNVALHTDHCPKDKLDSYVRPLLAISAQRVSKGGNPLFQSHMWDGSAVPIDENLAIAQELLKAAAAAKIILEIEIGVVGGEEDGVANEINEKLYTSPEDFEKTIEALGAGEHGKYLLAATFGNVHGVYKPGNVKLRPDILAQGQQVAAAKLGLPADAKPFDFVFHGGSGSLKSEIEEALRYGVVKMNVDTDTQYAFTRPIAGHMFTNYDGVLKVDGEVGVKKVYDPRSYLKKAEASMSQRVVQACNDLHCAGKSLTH
PrPC surface inh = inhibitors of human cell surface prion protein PrPC. P04156. inhibition, % at 13.8 µM. TR-FRET read-out. 370,000 compounds, 0.43% hits; in the data active means inhibition above about 24%; further: 0% = median of the test wells and 100% = reference compound wells
UGM FP inh = inhibitors of M. tuberculosis UDP-galactopyranose mutase; 320,000 compounds, 0.06% hits; AID 504406; P9WIQ1; purified UGM, fluorescence polarization probe displacement; inhibition, % at 10 µM; in the data active means inhibition above about 10%, passing the limit was not always enough; inconclusive means no clear call, values can overlap the other calls
Target sequence (P9WIQ1 whole entry, looked up): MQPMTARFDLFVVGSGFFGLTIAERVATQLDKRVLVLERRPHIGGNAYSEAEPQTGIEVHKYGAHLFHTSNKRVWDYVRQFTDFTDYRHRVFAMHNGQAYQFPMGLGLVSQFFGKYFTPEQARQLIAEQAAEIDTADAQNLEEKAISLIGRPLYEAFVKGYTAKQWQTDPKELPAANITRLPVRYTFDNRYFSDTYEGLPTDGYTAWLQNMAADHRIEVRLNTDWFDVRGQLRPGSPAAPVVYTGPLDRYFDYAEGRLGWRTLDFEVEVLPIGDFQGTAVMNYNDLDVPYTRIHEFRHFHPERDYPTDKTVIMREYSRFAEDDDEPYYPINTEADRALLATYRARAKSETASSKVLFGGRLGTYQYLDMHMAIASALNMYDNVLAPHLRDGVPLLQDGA
BoNT-A LC inh2 = blocks Botulinum neurotoxin A light chain protease | 360,000 compounds, 0.17% hits | multiplex microsphere protease substrate cleavage, flow cytometry | inhibition, % at 10 µM | AID 588499; in the data active means inhibition above about 30%; inconclusive means no clear call, values can overlap the other calls; further: plate controls were buffer without enzyme for full effect and enzyme alone for no effect
Mtb BioA inh = BioA (M. tuberculosis) enzyme inhibition. purified M. tuberculosis BioA enzyme, plate reader. inhibition, % at 9.99 µM. 360,000 compounds, 0.096% hits. AID 602481; in the data active means inhibition above about 40%; inconclusive means no clear call, values can overlap the other calls
An asterisk follows results filed as active; ? = inconclusive; nt = not tested or not shown; + = active, no number. Unless noted, no stated cut-off is given here; in the data, active means inhibition above about 30%; inactive means the rest.

canonical_smiles	PrPC surface inh	BoNT-A LC inh2	FadD28 binding	BoNT-F LC inh	UGM FP inh	CCHFV vOTU inh	Mtb FBA inh	Mtb BioA inh	GDH-TPI inh
NC(=O)CNC1CC(=O)N(CCc2ccccc2)C1=O (configuration not stated)	6	0.3	-0.7	0	1.1	-11	2	-1.8	2
CCN1C(=O)/C(=C/c2ccc(C)s2)NC1=S	5	6.4	-1.5	-5	3.3	31*	-18	0.2	4
CC(=O)Nc1c(-c2ccccc2)nc2cc(C)ccn12	0	1.4	-2.9	-9	2.6	-13	8	0.7	-2
O=C1CCCC2=C1C(O)(C(F)(F)F)C(=O)N2Cc1ccccc1 (configuration not stated)	-6	1.4	-0.1	3	-1.1	-2	1	0.0	14
COc1cccc(C2CC(c3ccc(C)cc3)=NN2C(=O)c2ccccc2F)c1OC (configuration not stated)	-1	2.0	-0.8	-2	-0.6	11	3	-0.8	-3
CCN(CC)C(=O)CSc1nc2[nH]ncc2c(=O)[nH]1	0	-0.9	-1.0	-2	-2.8	7	1	nt	0
FCCCOc1ccc(-c2nccc(-c3ccc(Br)cc3)n2)cc1	-6	0.6	-3.4	4	1.6	6	1	-0.8	13
COc1ccc(N2C(N)=NC(N)=NC23CCCC3)cc1	-5	-0.1	-3.6	-23	3.1	6	1	-2.0	4
C=CCOc1ccc(Cl)cc1-c1noc(-c2csc([C@H]3C[C@H](O)[C@@H](CO)O3)n2)n1	-4	-0.1	-3.0	-8	nt	6	2	-0.3	0
O=C(NCCc1cccc(Cl)c1)c1cccnc1	-2	-0.2	-0.4	3	-2.3	23	4	6.7	5
O=C(c1cccs1)C1C(c2ccc(Br)cc2)NC(=S)NC1(O)C(F)(F)F (configuration not stated)	1	0.4	-1.7	-6	-2.5	-10	0	nt	12
O=C(CN1CCOCC1)Nc1ccc(S(=O)(=O)N2CCCCCC2)cc1	3	-0.5	-3.7	-6	-4.3	4	-1	1.8	0
CCCn1c(=S)[nH]c2cc(C(=O)NCc3ccccc3OC)ccc2c1=O	-3	0.6	-2.0	4	nt	-12	-3	-1.1	-1
Cc1nc2ccccc2nc1Nc1cccc(Cl)c1	3	0.3	-3.4	-12	-0.7	-6	0	4.4	4
Cc1cc2nc(C3CCCN(C(=S)Nc4ccccc4C)C3)[nH]c2cc1C (configuration not stated)	-5	1.3	-1.3	-5	-2.3	14	1	-1.2	-2
N/C(=N\OC(=O)c1cccc([N+](=O)[O-])c1)c1ccccn1	-20	0.2	-0.4	3	1.8	-12	-1	nt	5
Cc1c(C(=O)NCc2ccc3c(c2)OCO3)oc2ccc(S(=O)(=O)N3CCCCCC3)cc12	16	-0.1	-3.1	-4	-2.4	0	0	-0.9	4
COc1cc(C(C)=O)ccc1OCC(O)CN1CCN(c2c(C)cccc2C)CC1 (configuration not stated)	0	-0.7	-4.4	-4	0.2	-10	1	2.3	-6
COc1ccc(/C=N/NS(=O)(=O)c2ccccc2)cc1OC(=O)c1ccc(C)cc1	-4	-0.9	-5.1	-21	-2.7	12	-3	1.3	10
COc1cccc(C(=O)C[n+]2cccc3cc(OC)ccc32)c1	-18	1.8	-1.1	5	-1.2	0	-2	-1.2	8
COc1ccc(N=CC=C2OC(C)(C)C(C)(C)O2)cc1OC	2	-1.7	-0.7	?	4.0	-9	5	-1.3	17
CCOC(=O)[C@]12CCCC=C1N(Cc1cccc3ccccc13)C(=O)[C@H](CC(=O)N1CCSCC1)C2	1	0.6	nt	0	nt	-1	nt	nt	nt
CCOc1ccc(-c2cc(CCCC(=O)NCc3ccc(C)cc3)no2)cc1	9	0.3	-3.4	-6	-1.7	7	-3	-1.4	3
Cc1ccc(C(=O)Nc2cccc(-c3ccc(N4CCOCC4)nn3)c2)cc1C	0	-0.7	-1.8	-11	2.7	12	1	nt	-6
COc1ccc2[nH]c(=O)c(CN(CCCN(C)C)C(=O)Nc3ccccc3)cc2c1	0	-0.3	-2.5	-3	-0.3	1	11	0.3	4
O=C(CSc1ncn[nH]1)Nc1cc(S(=O)(=O)N2CCCC2)ccc1Cl	1	-1.3	-2.1	0	2.4	-7	-3	-0.2	-4
CS(=O)(=O)c1nc(S(=O)(=O)c2ccc(Cl)cc2)c(NCCCn2ccnc2)s1	7	10	-6.1	23	-1.1	-3	-4	-1.1	18
Cc1ccc(-c2nc(C#N)c(N3CCCCC3)o2)cc1	-8	-0.6	-1.7	-5	-0.8	-31	137*	0.1	14
CN1C(=O)N(c2cccc3ccccc23)C(n2cncn2)C1(C)C (configuration not stated)	3	0.2	-0.8	30	-0.8	9	-1	-1.0	14
CN(C)CCCOc1nn(Cc2ccccc2)c2ccccc12	-6	-0.4	-1.1	-5	3.8	-3	4	-0.2	3
CC1CCc2sc3nc(N4CCN(CCO)CC4)n4ncnc4c3c2C1 (configuration not stated)	10	-0.1	-2.2	-1	0.1	7	-1	4.5	4
CC(C)NC(=O)NC(=O)COC(=O)c1ccc(NC(=O)CC#N)cc1	-2	2.7	-2.3	?	1.2	6	3	-1.0	-5
O=C(C1CCN(S(=O)(=O)N2CCC3(CC2)OCCO3)CC1)N1CCc2ccccc2C1	-4	-0.6	-2.3	-9	-1.4	-16	0	0.8	-1
CN(Cc1cnn(C)c1)Cc1nc(Cc2ccccc2Cl)no1	1	-0.9	-3.2	-7	0.7	-2	-9	nt	-5
COc1ccc(CNc2ccc(N3CCN(C(C)=O)CC3)cc2)cc1OC	-14	0.6	-1.8	3	nt	9	-1	1.1	1
COc1ccc(S(=O)(=O)N2CCc3cc4c(cc3C2C)OCCCO4)cc1 (configuration not stated)	7	-1.0	-1.6	-9	3.5	4	3	-1.1	3
Cc1cc(C)cc(OCC(=O)NNC(=O)c2ccoc2C)c1	-2	0.6	-0.2	6	1.1	-5	3	-0.1	0
Cc1cc(C(=O)COC(=O)Cn2cnc3c2c(=O)n(C)c(=O)n3C)c(C)n1C	0	-1.1	-0.3	4	0.6	-11	1	nt	2
CC(=O)OCP(C)(=O)COC(C)=O	2	-0.1	-1.4	-2	0.1	9	3	4.1	13
CCOC(=O)c1cc2ccc3ccccc3c2oc1=O	6	-4.0	-4.7	?	-1.5	-373	+	0.7	8
Cc1ccc2cc(CCNC(=O)c3cccc([N+](=O)[O-])c3)c(=O)[nH]c2c1	-6	-0.1	-1.0	-2	1.3	-4	-2	nt	10
CCC(=O)N1CC(=O)Nc2ccc(F)cc2C1c1ccc(F)cc1 (configuration not stated)	10	0.3	-2.3	16	-4.9	8	4	2.9	-5
CCCc1cc(=O)n(-c2nc3ccccc3s2)[nH]1	0	0.2	0.7	7	1.5	-5	3	1.0	-8
O=S(=O)(NCc1ccccn1)c1ccc(Cl)s1	7	-1.5	-0.8	-1	-1.0	0	4	nt	2
COc1ccc(N(CC(=O)O)S(=O)(=O)c2ccc(C)cc2)cc1Cl	2	1.2	-2.6	5	-1.8	-2	4	nt	6
CCOC(=O)C1CCN(CC(O)COCc2ccc(Cl)cc2)CC1 (configuration not stated)	-6	2.2	1.0	4	-0.2	10	2	-1.5	3
Cc1ccc(OCC(=O)N(Cc2ccc(C)o2)C2CCS(=O)(=O)C2)cc1 (configuration not stated)	-1	2.3	-1.0	-1	1.3	-5	-1	-3.1	0
NNc1nc(-c2ccccc2)cc(-c2ccccc2)n1	9	-1.4	-2.7	-7	-0.2	8	3	nt	14
O=C(C1CCCO1)N1CCN(S(=O)(=O)c2cccc3nsnc23)CC1 (configuration not stated)	-24	0.0	-1.6	0	-1.2	-4	7	-0.3	5
CC(=O)N1CCN(C(=O)c2ccco2)CC1	-7	5.0	-3.7	-4	1.5	11	-7	-1.6	-4

(more compounds)
canonical_smiles	PrPC surface inh	BoNT-A LC inh2	FadD28 binding	BoNT-F LC inh	UGM FP inh	CCHFV vOTU inh	Mtb FBA inh	Mtb BioA inh	GDH-TPI inh
COCCCN(C(=S)Nc1c(C)cc(C)cc1C)C(C)c1ccncc1 (configuration not stated)	6	-0.2	-0.5	1	-0.8	-6	0	nt	-1
CCCNC(=O)COCc1cc(-c2ccc3c(c2)OCO3)on1	1	-0.6	0.3	15	-3.8	16	1	-1.6	11
O=[N+]([O-])c1ccc2nc(NS(=O)(=O)c3ccccc3[N+](=O)[O-])sc2c1	-14	-4.0	4.0	2	0.1	6	-4	-0.8	20
Cc1cc(C)nc(N(C#N)Cc2cccc([N+](=O)[O-])c2)n1	-6	-0.5	-0.6	-3	-3.4	2	-2	nt	7
COc1cc(/C=C(\NC(C)=O)C(=O)Nc2ccc(NC(C)=O)cc2)ccc1OC(C)=O	-1	0.6	1.1	6	2.7	-7	3	nt	11
Cc1cccc(/C(N)=N/OC(=O)CCCc2ccccc2)c1	4	0.9	-2.0	4	-0.2	1	0	0.5	-2
COc1cc(OC)c(C2C(C#N)=C(N)OC3=C2C(=O)CC(C)C3)cc1OC (configuration not stated)	0	-3.6	-1.8	-13	-3.2	-4	-1	2.0	-10
Cc1cccc(N(C)C(=O)c2cnn(-c3ccccc3)c2C)c1	-12	nt	0.1	nt	-4.3	-1	0	-1.3	11
COc1ccc(CNC(=O)C2CCN(S(=O)(=O)N3CC(C)CC(C)C3)CC2)cc1 (configuration not stated)	3	-0.5	-2.5	2	0.8	15	-3	-0.1	-4
COc1ccccc1CNC(=O)c1oc2ccc(S(=O)(=O)N3CCOCC3)cc2c1C	-3	0.2	0.5	2	-6.9	-9	-2	0.2	0

Next section (two carried over from the part before).
canonical_smiles	PrPC surface inh	BoNT-A LC inh2	FadD28 binding	BoNT-F LC inh	UGM FP inh	CCHFV vOTU inh	Mtb FBA inh	Mtb BioA inh	GDH-TPI inh
COc1ccc(CNC(=O)C2CCN(S(=O)(=O)N3CC(C)CC(C)C3)CC2)cc1 (configuration not stated)	3	-0.5	-2.5	2	0.8	15	-3	-0.1	-4
COc1ccccc1CNC(=O)c1oc2ccc(S(=O)(=O)N3CCOCC3)cc2c1C	-3	0.2	0.5	2	-6.9	-9	-2	0.2	0
O=C(OCCc1cc2ccccc2c(=O)o1)c1cccc(Br)c1	2	-0.7	1.1	-4	-0.2	4	4	0.0	8
Cc1ccc(C(=O)Nc2c[nH]c(=O)[nH]c2=O)cc1	6	2.1	-1.0	3	0.4	-12	-1	0.4	6
S=C1NCCOCCOCCOCCOCCN1	-1	-0.2	-2.0	6	-1.0	10	0	-0.5	5
Nc1ccc(Br)cc1C(=O)O	7	0.3	-0.9	3	nt	-11	0	-1.2	5
Cc1ccc(CNC(=O)CNS(=O)(=O)c2cccc3nsnc23)cc1	-5	0.2	-2.6	-4	nt	-2	-1	0.6	1
CCn1c(N2CCN(C(=O)C34CC5CC(CC(C5)C3)C4)CC2)nc2ccccc21	nt	1.2	-6.8	6	0.3	nt	-1	0.5	-10
O=C(COc1cc2oc(=O)cc(-c3ccccc3)c2cc1Cl)NCc1ccccn1	-4	nt	-2.7	nt	-0.4	6	2	28	19
Nc1c(C(=O)CSc2ccccn2)c(=O)[nH]c(=O)n1C1CC1	-8	0.0	-1.0	-12	1.0	8	-1	-1.0	-1
COc1cccc(Nc2c([N+](=O)[O-])cncc2[N+](=O)[O-])c1	-23	-5.5	-1.7	?	1.8	15	1	-0.5	4
CC1CCN(S(=O)(=O)c2ccc3c(c2)n(C)c(=O)n3C)CC1	2	-2.0	0.5	-5	1.1	19	-2	-1.0	4
COc1ccc(S(=O)(=O)N2CCCC2)cc1C(C)C	5	-0.8	0.8	-1	0.3	-2	9	nt	2
O=C(c1cccnc1)c1ncc(C(F)(F)F)cc1Cl	4	0.3	0.4	-8	-0.5	-3	-1	-1.0	-7
CC(C)[C@H](NC(=O)c1ccccc1Cl)C(=O)NC1CCCCCC1	2	-0.3	-2.4	4	-1.9	-9	0	-0.8	-10
CC(C)n1c(SCC(=O)N2CCN(C)CC2)nc2c1c(=O)n(C)c(=O)n2C	6	2.8	-0.2	2	2.7	13	2	-0.1	-1
Cc1nn2cc(-c3ccc(Cl)cc3)cnc2c1Cl	-7	-0.1	-1.1	3	1.1	6	3	-1.9	4

An unsorted share of the library; any-hit rate near 4.8%.
